TrxR1 substrate – substrates of rat thioredoxin reductase 1 | O89049 | purified TrxR1 substrate turnover, NADPH consumption readout | Potency, µM (top dose mostly 114 µM), inactives show at the highest dose activity change, negative = substrate turnover | hit rate 0.01% among 390,000 | AID 588456; also: potency is read from the fitted curve at half-maximal effect; % is scaled to controls: 0 for no effect and ±100 for the full control effect; nearly all actives have a fitted effect of over 50% in size
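Rat TrxR1, dispensed at 90 nM, was prereduced with 400 uM NADPH (final) for 5 min at ~22 deg C, then incubated with compound 15 min before 400 uM selenite. A first-read NADPH fluorescence drop versus no-compound background flagged substrates.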
D2 antag – antagonists of human D2 dopamine receptor; HEK293 TREx D2 cells, calcium flux, dopamine EC80; AID 485344; P14416; inhibition, % at 10 µM; hit rate 2% among 340,000; in the data active = inhibition above about 30%; also: 0% is about no effect
Target sequence (P14416 whole entry, looked up): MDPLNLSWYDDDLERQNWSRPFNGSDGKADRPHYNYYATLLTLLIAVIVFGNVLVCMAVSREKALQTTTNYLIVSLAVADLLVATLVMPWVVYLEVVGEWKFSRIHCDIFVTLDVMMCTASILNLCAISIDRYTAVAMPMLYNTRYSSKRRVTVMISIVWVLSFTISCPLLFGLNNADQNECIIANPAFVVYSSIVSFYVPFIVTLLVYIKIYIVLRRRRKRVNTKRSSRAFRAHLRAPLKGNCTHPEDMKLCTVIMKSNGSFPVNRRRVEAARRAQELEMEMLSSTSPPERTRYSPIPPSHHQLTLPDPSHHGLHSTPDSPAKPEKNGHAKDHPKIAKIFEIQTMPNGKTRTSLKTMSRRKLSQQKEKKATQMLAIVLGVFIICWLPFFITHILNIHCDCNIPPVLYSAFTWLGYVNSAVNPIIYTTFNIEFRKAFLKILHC
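Calcium mobilization kinetics were recorded at 1 s intervals in tetracycline-induced HEK293 T-REx D2 cells, first for 180 s after compound addition and then 180 s after EC80 dopamine.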
USP1-UAF1 inh – inhibitors of human USP1/UAF1 deubiquitinase | O94782 | Potency, µM (highest dose often 57.1 µM), inactives show top-dose activity change, negative = inhibition, usual class: inhibitors | recombinant USP1/UAF1, Ub-Rhodamine cleavage fluorescence | hit rate 0.23% among 390,000; also: potency is read from the fitted curve at half-maximal effect; % is scaled to controls: 0 for no effect and ±100 for the full control effect; nearly all actives have a fitted effect of over 60% in size; inactives centre near -12
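USP1/UAF1 complex at 1 nM was preincubated with compound for 15 min at room temperature, then Ub-Rho substrate (150nM final) was added. Fluorescence (480/540 nm) was read kinetically, 6 reads every 60 seconds.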
TRHR enhancer – TRH receptor (human) allosteric enhancement; hit rate 0.66% among 360,000; enhancement, % at 2 µM; P34981; AID 493056; TRHR cells, fluo-8 calcium fluorescence, EC20 TRH enhancement; in the data active = enhancement above about 30%; also: 0% is about no effect
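TRHR-expressing cells loaded with fluo-8 calcium dye were read kinetically (ex 480/em 530) during compound addition, then stimulated with an EC20 of TRH (10 nM final). Enhancement of the Gq-mediated intracellular calcium response was scored.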
TRHR ag – agonists of human TRH receptor. activation, % at 2 µM. TRHR cells, calcium flux fluo-8, FDSS agonist mode. hit rate 0.18% among 360,000; in the data active = activation above about 30%; also: 0% is about no effect
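Read-out: compound-evoked intracellular calcium rise in TRHR cells, fluo-8 dye, kinetic FDSS fluorescence at 1 s/cycle following a 10-cycle baseline. Cells cultured overnight before dye loading (30 min–1.5 h, RT).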
mIDH1 inhibitor – blocks human mutant IDH1 R132H enzyme; hit rate 0.093% among 390,000; Potency, µM (top dose mostly 76.6 µM), without a hit: at the top dose activity change, negative = inhibition, actives largely listed as inhibitors; IDH1-R132H enzyme, NADPH consumption, diaphorase/resazurin fluorescence; also: potency is read from the fitted curve at half-maximal effect; % is scaled to controls: 0 for no effect and ±100 for the full control effect; nearly all actives have a fitted effect of over 65% in size
Target sequence (O75874 whole entry R132H, stated change not applied): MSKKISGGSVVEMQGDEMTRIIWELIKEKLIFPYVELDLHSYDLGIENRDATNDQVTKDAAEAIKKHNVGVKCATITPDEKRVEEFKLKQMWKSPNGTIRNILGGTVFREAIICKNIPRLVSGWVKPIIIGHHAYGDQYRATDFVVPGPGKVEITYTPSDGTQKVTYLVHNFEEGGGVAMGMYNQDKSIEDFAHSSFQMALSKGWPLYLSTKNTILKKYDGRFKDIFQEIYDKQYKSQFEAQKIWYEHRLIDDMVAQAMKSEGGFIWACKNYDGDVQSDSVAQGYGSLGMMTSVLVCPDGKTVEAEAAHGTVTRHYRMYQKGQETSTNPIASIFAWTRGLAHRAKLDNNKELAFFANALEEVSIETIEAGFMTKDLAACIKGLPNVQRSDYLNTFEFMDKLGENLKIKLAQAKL
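IDH1-R132H (0.5 ug/mL dispensed) in pH 7.5 Tris buffer was preincubated 30 min with compound, then given a substrate mix of 0.016 mM NADPH and 2 mM alpha-KG for 80 min at room temperature; remaining NADPH was read by diaphorase/resazurin fluorescence.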
PI4K2A inh – blocks human PI4K2A kinase activity | Q9BTU6 | purified PI4K2A, ADP-Glo luminescence, 1 h; hits give low values | activity change, negative = inhibition, % at 76.9 µM | hit rate 0.13% among 420,000; in the data active = activity change below about -50%; inconclusive = mostly about -30% to -49%;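 also: -100% = wells without enzyme as full effect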
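ADP-Glo luminescence measured ADP generated by PI4K2A enzyme (4 ug/mL before mixing) with 1.2 mM PI substrate (pre-mix) and 300 microM ATP (pre-mix). Tris pH7.5 buffer with MgCl2, Triton X-100; 1 h reaction at ambient temperature.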
rTrxR1 inhibitor – inhibitors of rat thioredoxin reductase 1 | hit rate 1% among 390,000 | recombinant rTrxR1, NADPH fluorescence consumption, selenite substrate | Potency, µM (series often up to 114 µM), for inactives: at the highest dose activity change, negative = inhibition, actives largely listed as inhibitors | AID 588453 | O89049; also: potency is read from the fitted curve at half-maximal effect; % is scaled to controls: 0 for no effect and ±100 for the full control effect; nearly all actives have a fitted effect of over 65% in size
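Rat TrxR1 (90 nM in the dispensed reagent) was pre-reduced with 400 uM NADPH for 5 min at room temperature, then incubated with compound for 15 min. After 400 uM selenite was added, NADPH fluorescence (Ex 340/Em 450 nm) was followed for 8 min.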
D2 ag – D2 dopamine receptor (human) agonism | hit rate 0.53% among 340,000 | activation, % at 2 µM | P14416 | HEK293 T-REx D2 cells, calcium flux agonist mode;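 active = activation over 3 SD above normal in the single-dose calcium agonist read, cut at about 30% in these data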; also: 0% is about no effect
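Tetracycline-induced HEK293 Trex cells with D2 receptor force-coupled to calcium signaling, plated overnight at 30 C and loaded with no-wash calcium dye. Calcium flux read kinetically for 180 s after compound addition; responses flag agonists.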
* = called active by the depositor; ? = inconclusive; . = not tested or not shown; [ ] = remark or other dose. Unless noted, calls follow the shape of the dose curve; as a rule, active = well fitted inhibition curve with a large enough effect; inconclusive = small, poorly fitted or top-dose-only effect; inactive = no such curve, though single readings can be large or run the other way.

(1) C/C(=N\NC(=O)Cc1c[nH]c2ccccc12)c1ccc2ccccc2c1
(2) COc1ccc(CN(Cc2ccc(C(=O)O)cc2)C(=S)Nc2ccccc2F)cc1OC
(3) C/C(=N\NC(=O)c1cccs1)C(C)(C)C
(4) CC(C)N(C(=O)CSc1nnc(NC(=O)c2ccco2)s1)C(C)C
(5) CC(C)c1ccc(NC(=O)C(c2ccc3c(c2)OCO3)N2CCN(C(=O)c3ccco3)CC2)cc1 (stereo not given)
(6) CC(OC(=O)/C=C/c1ccco1)C(=O)NC1CCCCC1C (stereo not given)
(7) Nc1ccc([N+](=O)[O-])cc1C(=O)NNC(=O)c1ccco1
(8) C=CCCC(=O)NC1CC(C)(C)Cc2c1cnn2-c1cccc(F)c1 (stereo not given)
Compound	1	2	3	4	5	6	7	8
TrxR1 substrate	-12%[57.1 µM]	2%	-3%	-6%	-9%	-7%	-21%	1%
D2 antag	3	12	13	-7	0	5	1	-6
USP1-UAF1 inh	-21%	-21%	-19%	-21%	-18%	-7%	-15%	-20%
TRHR enhancer	6	-12	0	16	-2	-1	-2	3
TRHR ag	0.2	-2.2	-0.9	-0.3	0.7	-0.8	0.6	0.2
mIDH1 inhibitor	-2%	6%	5%	-4%	2%	-17%	-2%	0%
PI4K2A inh	0	2	-2	-2	2	2	6	-1
rTrxR1 inhibitor	-13%[57.1 µM]	5%	-5%	4%	-15%	-25%	-30%	18%
D2 ag	0.2	-1.0	0.0	1.3	0.4	-0.2	0.3	1.4

Record cards (already shown). Order of values: TrxR1 substrate, D2 antag, USP1-UAF1 inh, TRHR enhancer, TRHR ag, mIDH1 inhibitor, PI4K2A inh, rTrxR1 inhibitor, D2 ag
C=CCCC(=O)NC1CC(C)(C)Cc2c1cnn2-c1cccc(F)c1 (stereo not given) across the screens: 1%, -6, -20%, 3, 0.2, 0%, -1, 18%, 1.4
CC(C)c1ccc(NC(=O)C(c2ccc3c(c2)OCO3)N2CCN(C(=O)c3ccco3)CC2)cc1 (stereo not given) across the screens: -9%, 0, -18%, -2, 0.7, 2%, 2, -15%, 0.4
C/C(=N\NC(=O)Cc1c[nH]c2ccccc12)c1ccc2ccccc2c1 across the screens: -12%[57.1 µM], 3, -21%, 6, 0.2, -2%, 0, -13%[57.1 µM], 0.2
Nc1ccc([N+](=O)[O-])cc1C(=O)NNC(=O)c1ccco1 across the screens: -21%, 1, -15%, -2, 0.6, -2%, 6, -30%, 0.3
CC(C)N(C(=O)CSc1nnc(NC(=O)c2ccco2)s1)C(C)C across the screens: -6%, -7, -21%, 16, -0.3, -4%, -2, 4%, 1.3

Following part:
(9) O=c1oc2ccccc2cc1N1CCOCC1
(10) COCCCNc1nc2c(c(=O)n(Cc3ccc(Cl)cc3)c(=O)n2C)n1C
(11) COc1ccc(NC(=O)CCN2CCN(CCO)CC2)cc1
(12) CCOC(=O)N1CCN(CC(=O)Nc2sc(CC)cc2C(=O)c2ccc(OC)cc2)CC1
(13) Cc1c(NC(=O)C(Sc2ccccc2)c2ccccc2)cccc1[N+](=O)[O-] (stereo not given)
(14) COc1ccccc1OCCNC1CCCC1
(15) CNC(=O)CC(C(=O)O)c1ccc(OCC(C)C)cc1 (stereo not given)
(16) CCn1c(C)c2c(C)nnc(C)c2c1C
Compound	9	10	11	12	13	14	15	16
TrxR1 substrate	-5%[57.1 µM]	3%	-4%	-3%	12%[57.1 µM]	10%	-1%[57.1 µM]	19%
D2 antag	.	-12	.	4	-13	0	-2	2
USP1-UAF1 inh	-7%	-20%	9%	-4%	-11%	-9%	-17%	-17%
TRHR enhancer	1	0	2	0	-6	5	-6	20
TRHR ag	1.0	-0.4	0.2	2.0	0.8	-0.1	1.4	0.1
mIDH1 inhibitor	13%	8%	26%	-6%	6%	0%	3%	1%
PI4K2A inh	1	-3	-5	-2	-1	4	1	-9
rTrxR1 inhibitor	9%[57.1 µM]	18%	-8%	5%[57.1 µM]	32%[57.1 µM]	22%	-2%[57.1 µM]	-19%
D2 ag	.	1.0	-0.2	-1.4	0.5	0.8	0.3	-2.2

(17) FC(F)(F)c1cccc(OCc2nnc3n2CCC3)c1
(18) COc1ccc(-c2nnc(-c3cccs3)o2)cc1OC
(19) Cc1ccc(NC(=O)CCCc2ccccc2)nc1
(20) CC1(C)OC(C(O)(c2ccccc2)c2ccccc2)[C@@H](C(O)(c2ccccc2)c2ccccc2)O1 (stereo not given in full)
(21) O=C(c1cccc(NC2=NC3CS(=O)(=O)CC3S2)c1)N1CCN(c2ccc(F)cc2)CC1 (stereo not given)
(22) COc1cccc(-n2c(-c3ccco3)nc3nc4ccccc4nc32)c1
(23) COc1ccc(CCNC(=O)CCCn2c(=O)c3ccccc3n(Cc3ccccc3)c2=O)cc1OC
(24) COc1ccc(N(C(C)=O)c2nc(C)cc(C)c2C#N)c(OC)c1
Compound	17	18	19	20	21	22	23	24
TrxR1 substrate	-5%	75%[activator]	-5%	-5%	-3%[57.1 µM]	1%	-1%	-1%
D2 antag	1	-10	-6	-13	12	4	.	6
USP1-UAF1 inh	-19%	-9%	-1%	-8%	-15%	-21%	-10%	-8%
TRHR enhancer	0	2	0	-15	3	-9	-19	-2
TRHR ag	0.8	-0.4	0.1	3.6	0.4	-0.1	-2.7	-0.5
mIDH1 inhibitor	2%	7%	-15%	-16%	-2%	8%	11%	-1%
PI4K2A inh	0	1	-3	-3	-5	-2	4	1
rTrxR1 inhibitor	15%[57.1 µM]	?	14%	8%	-4%[57.1 µM]	-25%	13%	8%
D2 ag	-0.3	0.3	-0.1	0.3	0.0	0.3	-0.5	0.3

(25) Cc1ccccc1CNC(=O)C(=O)NCC1CCCN1S(=O)(=O)c1ccccc1 (stereo not given)
(26) COc1ccc(C2(C)NC(=O)N(CC(=O)Nc3ccc4ccccc4c3)C2=O)cc1OC (stereo not given)
(27) CCOC(=O)c1cc(-c2ccc(Cl)s2)[nH]n1
(28) c1cc[n+](CCCC[n+]2ccccc2)cc1
(29) Cc1ccccc1NC(=O)CN1C(=O)S/C(=C\c2ccc(-c3cc(C(=O)O)ccc3C)o2)C1=O
(30) CCOc1ccc(/C=C2\SC(=S)N(CCC(=O)Nc3cccc(C(=O)O)c3)C2=O)cc1
(31) O=C(COC(=O)CCC(=O)c1ccccc1)NNC(=O)c1ccc(Cl)cc1
(32) CC(C)N(C(=O)CSc1nnc(Cn2nnc3ccccc32)n1C)C(C)C
Compound	25	26	27	28	29	30	31	32
TrxR1 substrate	-8%	-4%[57.1 µM]	-1%	0%	2%[57.1 µM]	1%[57.1 µM]	3%	1%
D2 antag	12	2	-14	3	3	-6	14	26
USP1-UAF1 inh	-10%	-25%	-25%	-3%	?	-14%	-13%	-13%
TRHR enhancer	5	8	2	-4	-4	0	-3	2
TRHR ag	-0.4	0.4	-0.1	1.2	0.7	1.1	-0.1	-0.3
mIDH1 inhibitor	6%	-9%	1%	9%	14%	7%	-6%	10%
PI4K2A inh	2	2	-5	-1	-9	-2	28	9
rTrxR1 inhibitor	3%	13%	24%	24%	4%[57.1 µM]	-1%[57.1 µM]	8%	-1%
D2 ag	-0.2	0.9	-0.8	-0.2	0.0	0.7	0.4	0.4

(33) COC(=O)c1cccc(NC(=O)CSc2nnc(C)o2)c1
(34) c1ccc(-n2c(-c3ccncc3)nnc2N2CCOCC2)cc1
(35) NC(=O)c1c(NC(=O)Cc2ccccc2)sc2c1CCN(Cc1ccccc1)C2
(36) O=C(CSc1ccc(F)cc1)Nc1ccc(C2SCCS2)cc1
(37) CCN=C1SC(C(=O)Nc2cccc(C(=O)O)c2)CC(=O)N1CC (stereo not given)
(38) COc1ccc(S(=O)(=O)Nc2ccc(Nc3ccccc3)cc2)cc1
(39) CCOc1cc(C=NNC(=O)c2cccc(S(=O)(=O)N3CCCC3)c2)ccc1O
(40) CC(C)c1ccc(/C=C(\C#N)c2nc(-c3cc4ccccc4oc3=O)cs2)cc1
Compound	33	34	35	36	37	38	39	40
TrxR1 substrate	10%	7%	6%[57.1 µM]	-3%	-3%	-7%	-11%	-1%
D2 antag	8	1	47*	-2	15	.	.	.
USP1-UAF1 inh	-23%	-15%	-13%	-8%	-16%	-21%	-23%	7%
TRHR enhancer	-3	0	-2	6	2	.	.	7
TRHR ag	-0.3	0.0	1.9	-0.7	0.1	.	.	0.2
mIDH1 inhibitor	4%	-2%	4%	7%	-7%	-2%	3%	0%
PI4K2A inh	-3	9	-1	-1	1	0	0	2
rTrxR1 inhibitor	22%	14%	4%[57.1 µM]	15%[57.1 µM]	-4%	16%	-1%	3%
D2 ag	-0.5	0.8	0.6	-0.7	0.4	.	.	1.0

(41) CC1CCN(C(=O)CSc2nc3ccccc3nc2Cc2ccccc2)CC1
(42) O=C(CSc1nc2c(c(=O)n1-c1ccc(Cl)cc1)SCC2)Nc1nccs1
(43) CCCn1c(SCC(=O)c2ccc(OC)c(OC)c2)nc2c1c(=O)n(C)c(=O)n2C
(44) CCc1ccc(S(=O)(=O)NCc2cccn2Cc2cccc(C)c2)cc1
(45) CN(C)C(=O)CSc1nnc(-c2ccncc2)n1Cc1ccco1
(46) CCOc1ccc(NC(=O)c2cc3c(=O)n(C)c4ccccc4c3n2C)cc1
(47) O=C(CNS(=O)(=O)c1ccc(F)cc1)N1CCCCCC1
Compound	41	42	43	44	45	46	47
TrxR1 substrate	0%[57.1 µM]	-3%	5%	2%[57.1 µM]	4%	15%	9%[11.4 µM]
D2 antag	.	3	6	.	9	-5	-18
USP1-UAF1 inh	-18%	-18%	-23%	-17%	-26%	-17%	-45%
TRHR enhancer	2	-6	6	3	-1	-4	0
TRHR ag	0.2	0.4	-0.7	0.3	-0.9	-0.4	2.2
mIDH1 inhibitor	0%	22%	6%	-10%	-2%	-16%	4%
PI4K2A inh	-1	0	-12	6	3	4	1
rTrxR1 inhibitor	13%[57.1 µM]	-12%	10%	13%[57.1 µM]	13%	?	17%[11.4 µM]
D2 ag	-0.8	-0.2	0.1	.	-0.9	0.2	0.7
